Artemis endo inh: inhibitors of human Artemis endonuclease activity | 30,000 tested, 0.78% active | inhibition, % at 10 µM | recombinant Artemis, quenched FAM hairpin cleavage fluorescence;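 active = at 10 µM dose, at least 30% inhibition, measured as corrected fluorescence normalized to stimulator and neutral control wells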
Target sequence (Q96SD1 whole entry, looked up): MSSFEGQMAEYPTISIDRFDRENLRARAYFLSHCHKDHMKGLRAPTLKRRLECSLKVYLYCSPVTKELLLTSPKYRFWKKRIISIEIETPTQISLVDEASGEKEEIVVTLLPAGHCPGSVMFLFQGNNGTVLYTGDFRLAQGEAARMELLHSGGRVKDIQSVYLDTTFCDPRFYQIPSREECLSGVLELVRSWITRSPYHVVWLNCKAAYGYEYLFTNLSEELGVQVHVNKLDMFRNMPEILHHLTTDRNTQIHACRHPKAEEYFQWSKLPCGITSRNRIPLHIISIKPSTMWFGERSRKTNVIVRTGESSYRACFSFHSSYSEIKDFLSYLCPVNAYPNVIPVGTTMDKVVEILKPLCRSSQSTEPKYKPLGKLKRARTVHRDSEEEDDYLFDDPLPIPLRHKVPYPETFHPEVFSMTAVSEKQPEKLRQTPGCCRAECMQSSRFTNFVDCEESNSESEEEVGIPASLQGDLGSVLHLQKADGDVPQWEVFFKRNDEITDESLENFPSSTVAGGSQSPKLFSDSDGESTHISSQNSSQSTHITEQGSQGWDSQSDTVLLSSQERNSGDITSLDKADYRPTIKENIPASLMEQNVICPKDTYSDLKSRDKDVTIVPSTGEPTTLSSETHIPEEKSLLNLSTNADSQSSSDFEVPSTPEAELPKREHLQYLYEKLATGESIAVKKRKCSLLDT
* = called active by the depositor. Some of the compounds tested. The share of hits here may be higher or lower than overall.

#	SMILES	Artemis endo inh
1	COCCNC(=O)COC(=O)c1[nH]c(C)c(C(C)=O)c1C	-4
2	CC1(C)CC(=O)C2=C(C1)c1c(ccc3ccccc13)NC2c1ccc(Br)o1 (stereo not given)	13
3	COc1ccccc1-c1nc(-c2cccc(C)c2)no1	3
4	Cc1ccc(/C(O)=C2\C(=O)C(=O)N(CC(C)O)C2c2cccc(F)c2)cc1 (stereo not given)	-3
5	CCOC(=O)c1cc(S(=O)(=O)NC2CCN(C(=O)OCC)CC2)cn1C	-3
6	Cc1ccc(O)c(Sc2cc(C)ccc2O)c1	4
7	CC(C)(C)NC(=O)/C(=C/c1ccco1)c1ccccc1	5
8	Cn1c(=O)c(C(=O)Nc2ncccn2)c(O)c2ccccc21	2
9	CCOC(=O)CSc1nnc(SCCN2C(=O)c3ccccc3C2=O)s1	-6
10	Cc1cc(-c2nnc3sc(-c4ccc(Cl)cc4Cl)nn23)n[nH]1	6
11	CSc1nc(N2CCOCC2)c2c3c(sc2n1)CCC3	0
12	CCn1c(-c2cc(Cl)ccc2OC)n[nH]c1=S	0
13	O=C(CCCN1C(=O)CCC1=O)Nc1ccc(Cl)c(C(F)(F)F)c1	-12
14	C#CCN(C)CC/C=C1\c2ccccc2CSc2ccccc21	-5
15	CCOC(=O)c1c(N)sc(C(=O)N2CCCCC2)c1C	-4
16	O=C(c1cccc(C(F)(F)F)c1)N1CCOC12CCN(c1ncc(C(F)(F)F)cc1Cl)CC2	5
17	CCC(=O)Nc1ccccc1Nc1cc(C#N)c(C#N)cc1[N+](=O)[O-]	-4
18	O=C(CCn1nc(-c2ccc(Cl)cc2)c2ccccc2c1=O)NCC1CCCO1 (stereo not given)	-3
19	CC(C)(C)NCC(O)COCc1ccc(Cl)cc1 (stereo not given)	-5
20	Cc1nn(CC(=O)N2CCN(Cc3ccccc3)CC2)c(=O)c2ccccc12	1
21	Cc1cc(C)nc(SCCN2CCOCC2)n1	-8
22	O=[N+]([O-])c1cccnc1N1CCC(c2cc(-c3ccc(Cl)cc3)n[nH]2)CC1	13
23	Cn1c(=O)c2c(nc(Oc3ccccc3)n2C)n(C)c1=O	-3
24	COC(=O)C1=C(C)NC(=O)/C1=C\c1cc(C)n(-c2cccc(C)c2)c1C	10
25	CCOC(=O)CN1C(=O)C(O)=C(C(C)=O)C1c1ccc([N+](=O)[O-])cc1 (stereo not given)	4
26	Cc1c(NS(=O)(=O)c2ccc3c(c2)c(=O)n(C)c(=O)n3C)c(=O)n(-c2ccccc2)n1C	3
27	O=C(Nc1ccncc1)Nc1ccccn1	-2
28	O=C(NC(Cc1ccc(F)cc1)C(=O)O)c1ccccc1 (stereo not given)	2
29	COc1cccc(NC(=O)c2cccnc2)c1	-5
30	O=c1c2[nH]c3ccc(F)cc3c2ncn1CCCn1ccnc1	-2
31	CSc1nc(-c2ccco2)nn1C(=O)c1cccs1	-5
32	Cc1ccc(C2C3=C(CC(C)(C)CC3=O)Nc3onc(C)c32)cc1 (stereo not given)	-2
33	CC(=O)N1CCN(CCN=CC2=C(O)CC(c3ccc(Cl)cc3)CC2=O)CC1 (stereo not given)	3
34	CCOC(=O)C1CCCN(C(=O)c2cc(Nc3ccc(OC)c(OC)c3)nc3ccccc23)C1 (stereo not given)	-4
35	Cc1cc(=O)n2nc(N3CCCC(C(=O)NCCc4ccccc4)C3)sc2n1 (stereo not given)	-9
36	CCOCCCNC(=O)C(c1ccc(OC)cc1)N(Cc1ccc2c(c1)OCO2)C(=O)CNC(C)=O (stereo not given)	-1
37	COc1cccc(N2CCN(c3c(C#N)c(C(F)(F)F)nn3C)CC2)c1	-3
38	Cc1ccc(C(=O)Nc2cnc3ccccc3c2)cc1	0
39	Cc1cccc(C(CC(=O)N2CCCC2)c2ccccc2)c1O (stereo not given)	-4
40	Cc1ccc(Nc2ccc(-n3ccnc3)nn2)cc1C	2
41	O=C(OCCN1C(=O)c2ccccc2C1=O)c1cccc(OC(F)F)c1	6
42	COc1ccc(C(=O)CSc2ncn[nH]2)cc1OC	-2
43	CC(C)Cc1nc(SCC(=O)NCc2ccccc2)n[nH]1	-2
44	CCCC(=O)Nc1sc2c(c1C#N)CC(C)(C)NC2(C)C	-5
45	CCSc1nnc2n(-c3ccc(OC)cc3)c(=O)c3c4c(sc3n12)CCCC4	4
46	O=C1/C(=C\Nc2ccc(OC(F)(F)F)cc2)CCN1c1ncccn1	3
47	N#C/C(=C\c1ccc(Cl)cc1)c1n[nH]c(Cn2cncn2)n1	-5
48	CCOC(=O)N1CCc2c(sc3c2C(=O)NC(c2ccccc2)N3)C1 (stereo not given)	2
49	COc1cc2c(c(O)c1OC)C(=O)C(OC)CCC2 (stereo not given)	-2
50	COc1ccc(N2CCN(C(=O)CCN3C(=O)c4ccccc4S3(=O)=O)CC2)cc1	-6
51	CCC(=O)N1CCc2cc(S(=O)(=O)N3CCN(c4ccccn4)CC3)ccc21	-1
52	COc1cc(CNCCN2CCOCC2)ccc1OCc1cccc(Cl)c1	3
53	Brc1ccc(-c2cnc3n2CCCC3)cc1	15
54	CCc1cccc(CC)c1NC(=O)CN1CC(C)SC1=NC1CCCCC1 (stereo not given)	4
55	O=C(OC1CCOC1=O)c1ccc(-c2nc3ccccc3s2)s1 (stereo not given)	-3
56	COC(=O)c1ccc(Sc2nnnn2-c2ccccc2)c([N+](=O)[O-])c1	6
57	Cc1ccc(-c2nnc(SCC(=O)Nc3ccc(N4CCOCC4)cc3)o2)cc1	-12
58	S=c1[nH]nc(COc2ccccc2)n1C1CCCCC1	-3
59	O=C1CN=C(Nc2ccccc2Cl)N1c1ccccc1	-2
60	CCC1S/C(=C(\C#N)C(N)=O)N(c2ccc(F)cc2)C1=O (stereo not given)	1

Next section:
#	SMILES	Artemis endo inh
61	COc1ccc(N(C(C)=O)S(=O)(=O)c2cccs2)cc1	4
62	O=S(=O)(NC1CCCCCC1)c1ccc(Br)s1	5
63	COc1ccc(CCNC(=O)Cn2c(=O)n(Cc3ccco3)c(=O)c3ccc(Cl)cc32)cc1OC	1
64	CCOc1cc(NC(=O)c2ccco2)c(OCC)cc1NC(=O)CCc1ccccc1OC	2
65	CCOc1ccc(C(=O)Nc2cccc(-c3cc4ccccc4oc3=O)c2)cc1[N+](=O)[O-]	-2
66	CCOC(=O)c1ccc(NC(=O)CSc2nnc(C)n2-c2ccccc2)cc1	10
67	O=C(Nc1ccc2nc(-c3ccc(Br)o3)[nH]c2c1)c1cccs1	11
68	Cc1ccc(-n2c(N)c(C(N)=O)sc2=S)cc1	-2
69	Cc1ccc(-n2ncc3c(=O)n(CC(=O)NCC4CCCO4)cnc32)cc1 (stereo not given)	11
70	Cc1cc(C)c(S(=O)(=O)c2ccccc2)c(OC(=O)c2c(Cl)cc(Cl)cc2Cl)n1	9
71	CN(Cc1nc(-c2ccncc2)no1)S(=O)(=O)c1ccc(Br)cc1	-3
72	O=c1cc(-c2ccccc2)nc2nc(COc3ccccc3)[nH]n12	5
73	CN(C)/C=C/C(=O)/C=C/c1cn(-c2ncc(C(F)(F)F)cc2Cl)c2ccccc12	16
74	COc1cccc(S(=O)(=O)NCc2ccc(C(=O)Nc3ccc(Cl)c(Cl)c3)cc2)c1	11
75	CCOc1cc2c(C#N)c(N3CCOCC3)nc(N)c2c(N)n1	29
76	CCO/C(C)=N/n1c2nc3ccccc3nc2c2c(=O)n(C3CCCC3)c(C)nc21	3
77	CCSc1nnc2nc(C)cc(C)n12	-9
78	Cc1cc(O)c(C(=O)c2ccccc2C(=O)O)cc1C	3
79	Cc1ccc(-c2noc(CCC(=O)NCC3CCN(Cc4cccc(C)c4)CC3)n2)cc1	-9
80	COCCCn1c(SCC(=O)Nc2ccc(NC(=O)c3ccco3)c(OC)c2)nc2ccccc2c1=O	-2
81	COc1cc2c(cc1OC)C(c1cc3ccccc3oc1=O)=NC(C)(C)C2	4
82	Cc1ccc(S(=O)(=O)NC(=O)Nn2c(C)nnc2C)cc1	2
83	COc1ccccc1NC(=O)Cc1noc(CSc2cccc[n+]2[O-])n1	-9
84	COc1ccc(OC)c(NC(=O)C2=C(C)Nc3ncnn3C2c2cccs2)c1 (stereo not given)	0
85	O=C(Nc1ccc2nc(SCc3ccc(Cl)cc3)sc2c1)c1ccccc1C(=O)N1CCOCC1	9
86	Cc1nc(SCC(=O)N2CCN(c3ccccc3)CC2)c2oc3ccccc3c2n1	24
87	CC(C)(C)OC(=O)N1CCC[C@H]1c1nnc(SC/C=C/c2ccccc2)o1	0
88	O=C1CCC(=O)N1CCCCCc1nc(-c2ccccc2)no1	-8
89	CCSc1nnc(NC(=O)c2cc(C)nc3ccccc23)s1	0
90	COCCCNC(=S)NNC(=O)c1ccc2c(c1)OCO2	20
91	CN1C(=O)Cn2c1nc1ccccc12	4
92	NC(=O)C1(N2CCCCC2)CCN(C(=O)CSc2nc(C(F)(F)F)cc(=O)[nH]2)CC1	-10
93	COc1ccc(C2C(C#N)=C(N)Oc3cc(C)n(CCN4CCOCC4)c(=O)c32)cc1OC (stereo not given)	-1
94	Cc1ccc(C(=O)Nc2ccccc2Oc2ccccc2)cc1[N+](=O)[O-]	8
95	COc1ccc(CC(=O)OCCN(C)C)cc1	-4
96	Cc1ccc2c(n1)sc1c(-c3ccccc3)c(C#N)c(N)nc12	5

Given field by field: entries from further up
92	NC(=O)C1(N2CCCCC2)CCN(C(=O)CSc2nc(C(F)(F)F)cc(=O)[nH]2)CC1
  Artemis endo inh: -10

91	CN1C(=O)Cn2c1nc1ccccc12
  Artemis endo inh: 4

85	O=C(Nc1ccc2nc(SCc3ccc(Cl)cc3)sc2c1)c1ccccc1C(=O)N1CCOCC1
  Artemis endo inh: 9

Further compounds:
#	SMILES	Artemis endo inh
97	c1ccc(Cn2nnnc2CN2CCN(c3ncccn3)CC2)cc1	2
98	COc1ccc(NC(=O)C2C3CCC(C3)C2C(=O)O)cc1OC (stereo not given)	-1
99	Cc1ccc(OC(C)C)c(CN(CCO)CCO)c1	-1
100	COc1ccc(/C=N/NC(=O)CC(=O)NCc2cccnc2)cc1	-5
101	Cc1csc(NC(=O)CCc2ccc(S(=O)(=O)N3CCOCC3)cc2)n1	6
102	Cc1ccc(N2C(=O)C(c3c(C)[nH]n(-c4ccccc4)c3=O)(C(F)(F)F)C3=C2CC(C)(C)CC3=O)cc1 (stereo not given)	11
103	Cn1nc(CC(=O)Nc2ccc3c(c2)OCCO3)c2ccccc2c1=O	4
104	CC(C)N(C(=O)Nc1ccc2nccnc2c1)C(C)C	3
105	CN(C)S(=O)(=O)c1ccc(NC(=O)COC(=O)c2n[nH]c3ccccc23)cc1	3
106	COc1ccc(C(=O)c2ccc(Cl)cc2)cc1	-2
107	CCc1ccc(NC(=O)c2ccc3nc(N)sc3c2)cc1	4
108	CCCS(=O)(=O)N1CCCC(C(=O)NCCN(CC)c2ccccc2)C1 (stereo not given)	-9
109	CCN(CC)CCNS(=O)(=O)c1ccc(OC)c(Br)c1	2
110	CCc1ccc(N2CC(C(=O)Nc3cccnc3)CC2=O)cc1 (stereo not given)	-3
111	COc1ccc(NC(=O)CSc2ncnc3c2cnn3CCc2ccccc2)cc1	5
112	CC(CC(=O)N1CCc2ccccc21)c1ccccc1 (stereo not given)	8
113	COc1ccc(OC(=O)c2ccc3nsnc3c2)cc1	-8
114	O=S(=O)(c1ccccc1)c1nc(-c2ccco2)oc1NCCCn1ccnc1	2
115	Nc1nnnn1/N=C/c1cc(Cl)cc(Cl)c1OCc1ccc(Cl)cc1Cl	5
116	CC(C)CCN1CC(O)=C(c2nc(-c3ccc(Cl)cc3)cs2)C1=N	0
117	O=C(NCc1ccco1)C(c1ccccc1)N(CC1CCCO1)C(=O)Cn1nnc2ccccc21 (stereo not given)	3
118	CCOC(=O)c1ccc(NC(=O)COc2ccc(S(=O)(=O)NC(C)(C)C)cc2)cc1	3
119	CCCCS(=O)(=O)/C=C\C=C/S(=O)(=O)CCCC	-3
120	O=C(NNC(=O)C1CCN(Cc2ccccc2)CC1)c1cccc(Cl)c1	2

Part of the list above, reformatted.
#109 CCN(CC)CCNS(=O)(=O)c1ccc(OC)c(Br)c1
  Artemis endo inh: 2

#113 COc1ccc(OC(=O)c2ccc3nsnc3c2)cc1
  Artemis endo inh: -8

#120 O=C(NNC(=O)C1CCN(Cc2ccccc2)CC1)c1cccc(Cl)c1
  Artemis endo inh: 2

#114 O=S(=O)(c1ccccc1)c1nc(-c2ccco2)oc1NCCCn1ccnc1
  Artemis endo inh: 2

Additional results follow:
#	SMILES	Artemis endo inh
121	O=S(=O)(Nc1nccs1)c1cc(Cl)ccc1Cl	-1
122	CCSC1=C(C#N)C(c2ccccc2Cl)CC(=O)N1 (stereo not given)	6
123	CCOC(=O)c1c(N)sc2c(NC(C)=O)cccc12	0
124	CS(=O)(=O)N(CC(=O)NCCC1=CCCCC1)C1CCCCC1	-6
125	CCOc1ccc(C(=O)NCc2ccncc2)cc1OCC	-1
126	O=C(O)CCn1cnc2ccccc2c1=O	-2
127	CC1CC(C)CN(C(=O)Cn2c(=O)n(CCCCC(=O)NC3CCCC3)c(=O)c3ccccc32)C1 (stereo not given)	3
128	COc1ccc(NC(=O)C23CCC(C)(C(=O)C2)C3(C)C)cc1 (stereo not given)	10
129	COCc1cc(C)nc(NC2CCCCC2)c1C#N	-1
130	Cc1cc(C)c2cc(CN(CCN3CCCC3)C(=O)Nc3ccc(F)cc3)c(=O)[nH]c2c1	18
131	O=C(NN1C(=O)c2ccccc2NC1c1ccccc1OCc1ccccc1)c1ccncc1 (stereo not given)	2
132	CCOc1cc(C)c(S(=O)(=O)NC2CCCCC2)cc1C	-1
133	CCOC(=O)n1c(=O)n(Cc2ccccc2)c2ccccc21	-1
134	CC(C)N(Cc1nc(-c2ccccc2)no1)C(=O)C(C)(C)C	19
135	C/C(=C1/SC(N2CCOCC2)=NC1=O)c1ccc(Br)cc1	4
136	Cc1ccc2nc(SCC(=O)N3c4ccccc4CC3C)c(C)cc2c1 (stereo not given)	2
137	CCCOc1ccc2c3c(c(=O)oc2c1)CCCC3	-3
138	Cc1ccc(-c2c(C#N)c(N)nc3c2CCCC3)s1	0

High-throughput results deposited in PubChem by Sanford-Burnham Center for Chemical Genomics.
